NOD2 inhibition = NOD2 signaling inhibitors, cell-based, luminescence, uHTS, HEK293 (AID 1566). HEK293 NOD2/NF-kB luciferase reporter, luminescence; higher % means a stronger effect. one-dose inhibition, % at 4 µM; EC50 in µM for titrated hits. 290,000 tested, 0.63% active; note: many of its hits are not listed in these tables
HIV fusion peptide = inhibitors of HIV fusion peptide binding, primary screen, biochemical, uHTS, fluorescence dequenching (AID 1986) | 290,000 tested, 0.3% active | cell-free peptide binding, fluorescence dequenching, 30 min; higher % means a stronger effect | inhibition, % at 20 µM, or IC50 in µM where a hit was titrated; in the data active = inhibition mostly above about 52%, no sharp cut-off; inactive = mostly below about 76%; note: some results filed as inactive read as strong as hits
KOR beta-arrestin-1 = KOR antagonists, beta-arrestin recruitment, cell-based, luminescence, uHTS (AID 1778). Kappa-type opioid receptor (Homo sapiens). KOR beta-arrestin recruitment, luminescence, antagonist mode; higher % means a stronger effect. inhibition, % at 10 µM, or IC50 in µM where a hit was titrated. 290,000 tested, 0.091% active; note: strong numbers were not always called active
GPR55 beta-arrestin = GPR55 agonists via beta-arrestin recruitment, primary screen, imaging, U2OS cells, beta-arrestin-GFP redistribution (AID 1961). G-protein coupled receptor 55 (Homo sapiens). U2OS GPR55 beta-arrestin-GFP redistribution imaging; higher % means a stronger effect. one-dose activation, % at 10 µM; EC50 in µM for titrated hits. 290,000 tested, 0.048% active;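 active = activation above 40% with more than 50 cells counted in the well; inconclusive = wells holding fewer than 50 cells, flagged as toxic or sparse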;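 note: U2OS osteosarcoma cells stably expressing GPR55 and beta-arrestin-GFP; plate controls were DMSO negative control for no effect and LPI positive control for full effect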
NOD1 inhibition = NOD1 signaling inhibitors, primary screen, cell-based, luminescence, uHTS (AID 1578); NOD1-driven NF-kB luciferase reporter cells, luminescence; higher % means a stronger effect; inhibition, % at 4 µM; hits with a dose series show EC50 in µM; 290,000 tested, 1% active; in the data active = inhibition mostly above about 36%, no sharp cut-off; inactive = mostly below about 34%;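 note: HEK-293T reporter cells stimulated with the NOD1 agonist gamma-tri-DAP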
GPR35 antagonists = GPR35 antagonists blocking zaprinast-driven arrestin recruitment, primary screen, imaging, U2OS, beta-arrestin-GFP, zaprinast agonist (AID 2058); one-dose inhibition, % at 10 µM; IC50 in µM for titrated hits; U2OS GPR35 beta-arrestin-GFP translocation imaging, zaprinast antagonism; higher % means a stronger effect; 290,000 tested, 0.052% active; G-protein coupled receptor 35 (Homo sapiens);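 active = inhibition of at least 50% with at least 30 cells and total cytoplasm GFP at most 10,000,000; inconclusive = under 30 cells or total GFP of 10,000,000 plus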
GPR55 antagonists = GPR55 antagonists blocking LPI-driven arrestin recruitment, primary screen, imaging, U2OS, beta-arrestin-GFP, LPI agonist (AID 2013); G-protein coupled receptor 55 (Homo sapiens); U2OS GPR55 beta-arrestin-GFP translocation imaging, LPI antagonism; higher % means a stronger effect; one-dose inhibition, % at 10 µM; IC50 in µM for titrated hits; 290,000 tested, 0.13% active;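 active = spots per cell inhibited over 60%, with over 100 cells counted and total cytoplasm intensity under 500,000; inconclusive = wells with under 100 cells, flagged as likely toxic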;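 note: U2OS cells stably carrying GPR55 and arrestin-GFP stimulated by 5 µM LPI near EC80; imaged beta-arrestin-GFP aggregate spots per cell after agonist stimulation; plate controls were LPI-stimulated DMSO wells for no effect and DMSO wells without LPI for full effect; some results filed as inactive read as strong as hits; confirmed hits need IC50 under 10 µM and bright autofluorescent wells are also inconclusive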
KOR beta-arrestin-2 = KOR agonists, beta-arrestin recruitment, primary screen, cell-based, luminescence, uHTS (AID 1777) | 280,000 tested, 0.02% active | KOR beta-arrestin recruitment, luminescence; higher % means a stronger effect | activation, % at 10 µM, or EC50 in µM where a hit was titrated | Kappa-type opioid receptor (Homo sapiens); in the data active = activation above about 50%, passing the limit was not always enough; note: a part of the inactive calls stands beside numbers as strong as those of hits
Myeloid diff 2 = induction of myeloid progenitor differentiation, primary screen, cell-based, flow cytometry, MLPCN library | ER-HoxA9 myeloid progenitors, lysozyme-GFP differentiation | calls only at 10 µM | 360,000 tested, 1% active;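 active = normalized GFP-positive differentiation at or above the plate's own cutoff, the solvent-only control mean plus 3 SD; inconclusive = no clear call, values can overlap the other calls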;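 note: cells exposed to compound for four days before flow analysis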
Myeloid diff 2 GFP+ MAC1+ % = further read-out of Myeloid diff 2, marked with its call; GFP+ MAC1+ double positive, %; measured here: differentiation confirmed by MAC1 staining
The depositor's hits bear a star; i = inactive; ? = inconclusive; . = not tested or not shown; + = active, no number; [ ] = dose if it differs, or a comment. Cut-off read from the data, not from the text of the source, unless noted: active = inhibition above about 50%; inactive = the rest.

SMILES | NOD2 inhibition | HIV fusion peptide | KOR beta-arrestin-1 | GPR55 beta-arrestin | NOD1 inhibition | GPR35 antagonists | GPR55 antagonists | KOR beta-arrestin-2 | Myeloid diff 2 | Myeloid diff 2 GFP+ MAC1+ %
CSc1nc2nc(C(F)(F)F)cc(-c3ccccc3)n2n1 | 9% | 3.0% | 32% | -0.2% | -26% | 0% | 10% | -7.1% | i | 1.3
CC(=O)c1ccc(OCCCN2CCCCC2)cc1 | -4% | -0.4% | 4% | -0.1% | 23% | -1% | -9% | -2.0% | i | 0.7
Cc1ccc(Cn2ncc(C)c2N)o1 | -8% | 1.6% | -2% | 0.3% | -23% | 3% | 17% | -4.2% | i | 0.3
CC(C)(c1ccc(O)cc1)c1ccc(O)cc1 | -5% | -2.2% | 34% | 0.0% | -2% | 14% | 1% | -1.4% | i | 0.5
CCOC(=O)c1cc2occc2n1Cc1ccc(F)cc1 | -10% | -0.1% | 19% | -0.2% | -29% | 8% | -3% | 1.7% | i | 1.9
CCOCC(=O)Nc1ncc(S(=O)(=O)c2ccc([N+](=O)[O-])cc2)s1 | 6% | -1.5% | 14% | -0.1% | -12% | 12% | -4% | -0.5% | i | 1.2
Cc1sc2nc(C(C)Nc3ccccc3N3CCOCC3)[nH]c(=O)c2c1C (stereo unspecified) | 19% | -0.6% | 2% | -0.1% | 7% | -4% | 14% | -2.6% | i | 0.5
CCn1c(COc2ccccc2C)nnc1SCC(=O)OC | 6% | 1.1% | -13% | 0.2% | 7% | 10% | 7% | -1.0% | i | 1.3
Cc1cccc([C@@H]2[C@@H]3C(=O)N(Cc4ccccc4)C(=O)[C@@H]3[C@]3(CC(C)C)C(=O)N(c4cccc(Cl)c4)C(=O)N23)c1 | 15% | 1.6% | -25%[20 µM] | 0.0% | -30% | -1% | -7% | -5.8% | i | 0.7
Cc1cccn2c(=O)c(/C=C(\C#N)C(=O)NC3CCS(=O)(=O)C3)c(Oc3ccc(F)cc3)nc12 (stereo unspecified) | 17% | -1.2% | -18% | -0.2% | -14% | -5% | 63% | -2.8% | i | 0.3
Cc1ccc(OCC(=O)NCC(=O)n2nc(C)cc2C)cc1 | 19% | 0.0% | -8% | 0.4% | 4% | -1% | 20% | 2.6% | i | 1.0
CCN(CC)c1ccc(NC(=O)c2cccnc2)c(C)c1 | 12% | -2.6% | 16% | 0.0% | 6% | 0% | 7% | 0.9% | i | 0.6
CC(C)CNC(=O)c1ccc2c(c1)C(=O)N(Cc1ccco1)C2=O | 0% | 0.7% | -51%[20 µM] | 0.1% | -23% | -6% | -6% | -2.1% | i | 0.5
N#Cc1sc2nc(-c3cccs3)cc(-c3ccc(F)cc3)c2c1N | 2% | 7.6% | 0% | -0.3% | -27% | -2% | -2% | 26% | + | 0.3*
Cc1c(C(=O)N(Cc2ccccc2Cl)C2CCS(=O)(=O)C2)oc2ccccc12 (stereo unspecified) | 13% | 2.5% | 3%[20 µM] | -0.1% | 11% | 12% | 3% | 1.9% | i | 3.0
Cc1cc2cc(CCNC(=O)C3c4ccccc4Oc4ccccc43)c(=O)[nH]c2cc1C | -24% | -0.6% | -27% | 1.2% | -55% | 0% | -2% | -0.7% | . | .
COC(=O)Nc1nc2ccc(Br)cc2s1 | -62% | 3.3% | -43%[20 µM] | 0.2% | -44% | 2% | 14% | -5.8% | i | 0.5
COc1ccc(OC)c(NS(=O)(=O)c2ccc3c(c2)n(C)c(=O)n3C)c1 | 5% | 0.2% | -6% | -0.1% | -7% | -3% | -2% | -2.0% | i | 1.1
C=CCn1c(COc2ccc(Cl)cc2)nnc1SCc1ccc(C#N)cc1 | 2% | 0.7% | 8% | 0.2% | -6% | 11% | 1% | 4.0% | i | 1.2
Cc1ccc(O)c(/C=N/NC(=O)CN2CCCC2)c1 | 25% | 1.9% | -7% | 0.4% | -2% | 7% | 3% | -4.8% | i | 0.8
OCC(CO)(CO)NC(=S)Nc1cc(Cl)cc(Cl)c1 | 7% | 0.7% | -12% | -0.2% | -4% | -15% | 7% | 3.1% | i | 0.1
CN(c1ccc(S(=O)(=O)N2CCOCC2)cn1)C1CCCCC1 | 4% | 0.1% | 24% | -0.1% | -5% | 3% | 14% | -2.7% | i | 1.0
O=c1[nH]c2ccccc2nc1/C=C/c1ccc(Cl)cc1 | -52% | 11% | 10% | 0.0% | -33% | -2% | 8% | 3.5% | i | 0.0
CC1=NCCN1S(=O)(=O)c1cc([N+](=O)[O-])ccc1Cl | 0% | -1.0% | -30%[20 µM] | -0.1% | -40% | -15% | 3% | -2.2% | i | 0.0
Cc1cc(-c2nnc3n2N=C(C(C)(C)C)CS3)n[nH]1 | 10% | 0.3% | 8% | 0.2% | -3% | -12% | -4% | -3.9% | i | 0.6
CCOC(=O)N1CCN(C(=O)CSc2nnc(Cc3cccn3C)n2CCc2ccccc2)CC1 | 12% | 0.4% | 4% | -0.1% | 4% | 16% | 9% | -1.9% | i | 5.3
C=CCN1C(=O)C2C3CC(=O)C(c4ccccc43)C2C1=O (stereo unspecified) | 16% | 1.0% | -5% | -0.3% | -10% | 0% | 4% | -4.5% | i | 0.0
N#C/C(=C(/O)COc1cccc2ccccc12)c1nc2ccccc2[nH]1 | 8% | 1.4% | -34% | -0.2% | -16% | -2% | 16% | 8.9% | i | 1.0
COc1ccccc1C/C(N)=N/OC(=O)COc1ccc2ccccc2c1 | -4% | 0.5% | -9% | -0.3% | -44% | 10% | 7% | 3.3% | i | 0.7
COc1nc(NC23CC4CC(CC(C4)C2)C3)nc(OC)n1 | 10% | -4.0% | 24% | -0.1% | -38% | 9% | 12% | -2.8% | i | 0.4
COc1ccc(NC(=O)CSCc2cc(=O)n3nc(C4CC4)sc3n2)cc1 | 3% | 0.8% | -32% | 0.0% | -34% | 12% | 4% | 3.3% | i | 0.3
O=C(Nn1c(SCc2cccc([N+](=O)[O-])c2)nc2ccccc2c1=O)c1ccccc1 | -28% | 2.1% | -10% | 0.3% | 17% | -4% | 12% | -1.6% | i | 0.6
Cc1cc(Cl)c2cc3ccccc3cc2n1 | -14% | -1.2% | 8% | -0.1% | -4% | -3% | 8% | 0.6% | i | 0.5
COc1ccc(CN(C)CC(=O)Nc2ccccc2C(F)(F)F)c(OC)c1 | 7% | -0.7% | . | -0.4% | -15% | -5% | 2% | 1.0% | i | 1.0
COC(=O)c1cc(OC)c(OC)cc1NC(=O)c1ccc(C)cc1 | 16% | 2.2% | -16% | -0.1% | -18% | 5% | 19% | -6.8% | i | 1.7
CCOC(=O)C1(Cc2ccccc2C)CCCN(C(=O)c2ccnn2C)C1 (stereo unspecified) | -30% | -0.7% | -12% | 0.0% | -17% | -5% | -5% | -1.3% | i | 0.2
COc1ccc(-c2c(C)c3cc(O)ccc3oc2=O)cc1 | -8% | 2.6% | -70% | 0.2% | -12% | 4% | 12% | -0.1% | i | 7.1
O=C1C2C3C=CC(C3)C2C(=O)N1CCc1ccccc1 (stereo unspecified) | 16% | -3.7% | 16% | -0.1% | 6% | 12% | 19% | 11% | i | 7.4
CCOCCCNC(=O)c1cc2c(=O)n3cccc(C)c3nc2n1C | -6% | 2.7% | -163% | 0.4% | -23% | -10% | -22% | 1.7% | ? | .
C=CCSc1ncc(-c2ccccc2)cn1 | 2% | -1.2% | 18% | -0.3% | -23% | -10% | -12% | -2.8% | i | 0.5

3 entries already listed, sorted by the value under NOD1 inhibition, rising.
SMILES,NOD1 inhibition
COc1nc(NC23CC4CC(CC(C4)C2)C3)nc(OC)n1,-38%
CCOCCCNC(=O)c1cc2c(=O)n3cccc(C)c3nc2n1C,-23%
CCOC(=O)C1(Cc2ccccc2C)CCCN(C(=O)c2ccnn2C)C1 (stereo unspecified),-17%

(more compounds)
SMILES | NOD2 inhibition | HIV fusion peptide | KOR beta-arrestin-1 | GPR55 beta-arrestin | NOD1 inhibition | GPR35 antagonists | GPR55 antagonists | KOR beta-arrestin-2 | Myeloid diff 2 | Myeloid diff 2 GFP+ MAC1+ %
Cc1cc(C)c(NC(=O)C(C)Sc2nnc(-c3ccco3)n2-c2ccccc2)c(C)c1 (stereo unspecified) | 10% | 0.2% | -8% | -0.1% | 10% | 5% | 13% | 11% | . | .
CCN1CCN(C(=O)c2cc(COc3c(C)cccc3C)on2)CC1 | -33% | 1.4% | -37% | 0.2% | -40% | 12% | -9% | 4.7% | i | 2.4
CC1Sc2ccc(S(=O)(=O)CCC(=O)N3CCc4ccccc43)cc2NC1=O (stereo unspecified) | 11% | -0.9% | -26% | 0.0% | 0% | -7% | 9% | 1.8% | i | 6.5
Cc1nc(CCNC(=O)Cc2ccc(F)cc2)cs1 | -4% | 0.3% | -4% | 0.2% | -15% | 9% | 0% | -2.6% | i | 2.2
COc1ccc(Nc2cc(C(=O)NCc3ccccn3)c3ccccc3n2)c(OC)c1 | -11% | 0.2% | -2% | -0.1% | -43% | 0% | 0% | -4.0% | . | .
CCOc1ccc(N2C(=O)/C(=C/c3ccco3)N(C)C2=S)cc1 | 10% | 46% | 17% | 0.1% | -21% | 5% | -1% | -3.1% | i | 1.2
CCNC(=O)COC(=O)c1cc(S(=O)(=O)N2CCCCC2)ccc1C | 9% | -0.2% | 9% | -0.1% | 2% | -5% | 12% | 3.6% | i | 0.1
CC(=O)c1ccc(NC(=O)COC(=O)c2ccccc2Nc2ccccc2)cc1 | 6% | 0.7% | 8% | -0.3% | -7% | -4% | -5% | 0.3% | i | 0.7
COc1cc(Cl)c(CN2CCC(CCC(=O)NC3CC3)CC2)cc1OC | -6% | 1.4% | -13%[20 µM] | 0.3% | -14% | -5% | 4% | 5.2% | i | 0.3
COc1ccc(N(CC(=O)Nc2nccs2)S(=O)(=O)c2c(C)[nH]c(=O)[nH]c2=O)cc1 | -8% | -0.4% | -5% | -0.3% | -30% | 13% | -12% | -0.8% | i | 0.1
COc1ccc(C2C(C(=O)c3ccco3)=C(O)C(=O)N2Cc2cccnc2)cc1OC (stereo unspecified) | 8% | 4.3% | 12% | -0.1% | 49% | 4% | 1% | -1.5% | i | 2.1
NC(=O)COn1c(SCC(N)=O)nc2ccccc2c1=O | 18% | -2.1% | 2% | -0.3% | 0% | -13% | -1% | . | i | 0.4
Cc1ccc(S(=O)(=O)c2c(CO)c(-c3ccccc3)nn2C)cc1 | 20% | -0.2% | -4% | -0.1% | 23% | 8% | 4% | -3.9% | i | 0.2

High-throughput results as filed in PubChem.

This is a subset; rates above refer to the full screens.
